DNA FID counter = fluorescent intercalator displacement, NS3 helicase counter-screen. DNA fluorescent intercalator displacement, fluorescence. inhibition, % at 7.9 µM. hit rate 0.17% among 290,000. AID 1845; in the data active = inhibition above about 37%;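 also: 0% = vehicle and 100% = reference compound; higher means more ethidium bromide displaced from hairpin DNA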
PHOSPHO1 block = inhibitors of human PHOSPHO1 phosphatase; Q8TCT1; recombinant PHOSPHO1, absorbance phosphatase assay; inhibition, % at 13.3 µM; hit rate 1.1% among 290,000; in the data active = inhibition above about 60%
Target sequence (Q8TCT1 whole entry, looked up): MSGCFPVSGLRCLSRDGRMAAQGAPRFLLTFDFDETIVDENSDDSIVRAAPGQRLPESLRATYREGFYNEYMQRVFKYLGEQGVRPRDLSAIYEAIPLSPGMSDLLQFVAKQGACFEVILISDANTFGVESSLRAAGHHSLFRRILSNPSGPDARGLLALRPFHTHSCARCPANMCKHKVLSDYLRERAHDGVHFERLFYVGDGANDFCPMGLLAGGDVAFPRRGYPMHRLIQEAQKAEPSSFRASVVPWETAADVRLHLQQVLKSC
V1aR counter = V1a receptor agonism, counter-screen for OXTR agonists; CHO-V1R cells, Fluo-8 calcium fluorescence, agonist mode; 0% DMSO, 100% 3 nM vasopressin; activation, % at 3 µM; hit rate 0.25% among 320,000;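 active = activation above the mean activation of all tested compounds plus 3 SD, per screening run, cut at about 20% in these data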;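 also: signal is peak over basal fluorescence ratio across a 100 second FLIPR read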
GPR7 antagonist = human neuropeptides B/W receptor 1 antagonism | P48145 | GPR7-expressing cells, fluorescence antagonist assay | inhibition, % at 4.4 µM | hit rate 1.1% among 290,000 | AID 1861; in the data active = inhibition above about 16%, passing the limit was not always enough;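 also: cells stimulated with the agonist NPW; 0% = agonist with vehicle and 100% = vehicle without agonist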
Target sequence (P48145 whole entry, looked up): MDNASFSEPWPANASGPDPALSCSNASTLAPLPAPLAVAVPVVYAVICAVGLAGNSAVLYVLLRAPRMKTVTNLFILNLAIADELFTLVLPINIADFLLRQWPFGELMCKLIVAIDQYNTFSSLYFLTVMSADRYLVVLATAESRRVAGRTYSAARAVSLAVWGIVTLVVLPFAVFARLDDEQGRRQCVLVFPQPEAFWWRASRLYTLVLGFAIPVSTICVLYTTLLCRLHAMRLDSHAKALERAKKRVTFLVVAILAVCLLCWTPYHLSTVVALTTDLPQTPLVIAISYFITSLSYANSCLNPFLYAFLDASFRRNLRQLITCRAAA
GalR3 antag = human GalR3 antagonism; hit rate 0.44% among 360,000; AID 651719; HEK293 GalR3-CNG cAMP membrane potential fluorescence; galR3 body fused to GalR1 C-terminus; inhibition, % at 3 µM;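 active = inhibition above the screen-wide average plus 3 SD, cut at about 13% in these data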;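 also: forskolin and galanin both at EC90 stimulate the cells; cAMP rise reported by CNG channel membrane potential dye signal; 0% = forskolin plus galanin with DMSO and 100% = forskolin alone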
IMP-1 inh = blocks Pseudomonas aeruginosa IMP-1 metallo-beta-lactamase | purified IMP-1, nitrocefin hydrolysis, epi-absorbance fluorescence | inhibition, % at 5.6 µM | hit rate 0.45% among 290,000 | AID 1556;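 active = inhibition above the mean plus 3 SD of all compounds in the same screening run, cut at about 4.5% in these data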;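 also: 0% = IMP-1 with DMSO and 100% = DMSO wells lacking enzyme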
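system = purified recombinant IMP-1 beta-lactamase | amount = 0.2 nM IMP-1, as dispensed | medium = HEPES buffer pH 7.1 with ZnSO4 and Brij 35 | times = 25 °C, 15 min preincubation, 25 min reaction | detection = plate fluorescence quenching by hydrolysis product, ex 480/em 530 nm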
NS3 helicase inh = HCV NS3 helicase inhibition | hit rate 0.56% among 290,000 | AID 1800 | inhibition, % at 10.9 µM | NS3 helicase DNA unwinding, Cy5 molecular beacon fluorescence;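 active = inhibition above the mean of all tested compounds plus 3 SD, set per campaign, cut at about 35% in these data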;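 also: 0% = DMSO wells and 100% = thioflavine S control wells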
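System: NS3 helicase fragment of HCV / Schedule: 1 h at 25 °C / Control set: DMSO alone as 0% and 110 µM thioflavine S as 100% / Reagent: Cy5/quencher beacon DNA duplex and ATP to start / Technique: Cy5 fluorescence / Replication: singlicate / Evaluation: % inhibition of end-to-start signal ratio versus controls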
OXTR agonist = activates the human oxytocin receptor | P30559 | CHO-OTR cells, Fluo-8 calcium fluorescence; normalized: DMSO 0%, oxytocin 100% | activation, % at 3 µM | hit rate 0.32% among 320,000 | AID 2435;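 active = activation above the mean of all tested compounds plus 3 SD, cutoff set per screening run, cut at about 20% in these data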;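 also: peak over basal fluorescence ratio from a 100 s FLIPR kinetic read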
Target sequence (P30559 whole entry, looked up): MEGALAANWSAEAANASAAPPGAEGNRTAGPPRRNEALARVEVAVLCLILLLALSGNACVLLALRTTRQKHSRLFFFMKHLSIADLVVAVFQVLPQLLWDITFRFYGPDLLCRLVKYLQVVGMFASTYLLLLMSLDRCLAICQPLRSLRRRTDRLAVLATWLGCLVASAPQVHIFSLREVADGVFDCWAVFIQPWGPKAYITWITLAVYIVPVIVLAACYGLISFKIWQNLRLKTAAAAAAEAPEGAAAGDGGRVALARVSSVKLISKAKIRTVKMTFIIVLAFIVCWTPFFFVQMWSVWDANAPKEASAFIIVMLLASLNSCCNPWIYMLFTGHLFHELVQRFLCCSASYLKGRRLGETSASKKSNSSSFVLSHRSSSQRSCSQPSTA
VIM-2 inh = blocks Pseudomonas aeruginosa VIM-2 metallo-beta-lactamase | AID 1527 | inhibition, % at 5.6 µM | purified VIM-2, nitrocefin hydrolysis, epi-absorbance fluorescence | hit rate 0.89% among 290,000;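 active = inhibition above the mean of all tested compounds plus 3 SD, cutoff set per screening run, cut at about 7.5% in these data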;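 also: red hydrolysis product quenches plate fluorescence so inhibitors raise well fluorescence; 0% = enzyme with DMSO and 100% = DMSO without enzyme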
Active calls of the source: *; · = not tested or not shown.

SMILES	DNA FID counter	PHOSPHO1 block	V1aR counter	GPR7 antagonist	GalR3 antag	IMP-1 inh	NS3 helicase inh	OXTR agonist	VIM-2 inh
Cn1nc(-c2ccccc2)c2cc([N+](=O)[O-])ccc21	7	14	-1.0	-7	-7	-2.3	-1	-2.1	-0.6
Cc1c(C(=O)N2CCN(C)CC2)oc2c1C(=O)CC(C)(C)C2	0	0	0.1	-16	-6	-0.8	-1	-1.3	-1.6
Cc1cc(C)c2oc(-c3ccc(C)c(NC(=S)NC(=O)/C=C/c4ccco4)c3)nc2c1	-3	55	1.2	-6	-1	-3.1	13	-0.7	-1.8
Cc1cccc(NC(=O)c2cc(S(=O)(=O)N3CCOCC3)cn2C)c1C	-14	28	1.2	6	·	-3.0	-2	-0.9	-1.4
CN(C)c1nc(C#N)nc(N(C)C)n1	-5	-23	0.1	-12	-1	-0.9	-16	0.3	0.5
Cn1cccc1/C=C1\SC(=S)N(NC(=O)c2ccc(F)cc2)C1=O	13	33	7.0	-10	-1	-5.0	-4	0.0	-4.6
CCc1ccc(NC(=O)C(=O)NNC(=O)c2cccs2)cc1	-4	45	0.5	-12	-9	-3.3	1	-0.3	-3.8
O=C1CC(c2ccco2)CC(O)=C1C=NCC1NCCc2ccccc21 (stereo not given)	-13	-1	0.7	14	-5	-0.3	24	2.4	-2.1
CCN(CC)CC(=O)NC12CC3CC(CC(C3)C1)C2	10	11	0.1	12	3	-1.5	9	0.7	1.0
COc1cc(/C=C/C(=O)OCC(=O)Nc2ccc(S(=O)(=O)N3CCCC3)cc2)ccc1O	-14	-7	5.7	8	-4	-2.0	-8	3.2	-0.3
O=C(Cn1nnc2ccccc2c1=O)Nc1ccc2c(c1)CCC2	3	11	0.7	15	1	-7.2	12	-0.5	-4.7
COc1ccc(C(=O)Nc2nccs2)cc1[N+](=O)[O-]	3	-17	0.7	-5	-5	-6.8	9	1.0	-4.0
COc1cc(N2CCCC2)ccc1[N+](=O)[O-]	0	9	2.1	-12	-5	-1.9	-9	-0.1	-2.6
Cc1ccccc1Cn1c(=N)n(CC(=O)c2ccc([N+](=O)[O-])cc2)c2ccccc21	-1	-13	-0.5	-10	-4	-2.0	-4	0.4	-1.3
CN(C)C(CNC(=O)c1ccc(NC(=O)CC#N)cc1)c1ccccc1 (stereo not given)	4	-3	0.7	11	-6	-2.2	-80	1.5	-3.2
N#CCCCn1c(=O)oc2ccccc21	1	-1	1.6	-3	-1	-2.5	0	1.0	-1.1
COc1ccc(/C=C/C(=O)Oc2ccc(C)c(C)c2)cc1OC	-19	-8	0.0	-28	-3	-0.6	-11	-0.8	-0.3
Cc1c(C(=O)C(=O)N2c3ccc(F)cc3CCC2C)c2ccccc2n1C (stereo not given)	-13	-12	0.1	3	-2	-3.0	-2	-0.1	-1.5
O=S(=O)(Nc1ccc(-n2cccc2)cc1)c1ccccc1	-4	2	-0.7	-9	-5	-1.7	-5	-0.4	-1.8
COc1cccc(C(=O)NNC(=O)c2ccccc2)c1	-11	34	·	-5	-8	-4.3	13	·	-1.7

Some of these compounds in order of heavy-atom count, smallest number first:
SMILES	DNA FID counter	PHOSPHO1 block	V1aR counter	GPR7 antagonist	GalR3 antag	IMP-1 inh	NS3 helicase inh	OXTR agonist	VIM-2 inh
CN(C)c1nc(C#N)nc(N(C)C)n1	-5	-23	0.1	-12	-1	-0.9	-16	0.3	0.5
N#CCCCn1c(=O)oc2ccccc21	1	-1	1.6	-3	-1	-2.5	0	1.0	-1.1
CCN(CC)CC(=O)NC12CC3CC(CC(C3)C1)C2	10	11	0.1	12	3	-1.5	9	0.7	1.0
COc1cccc(C(=O)NNC(=O)c2ccccc2)c1	-11	34	·	-5	-8	-4.3	13	·	-1.7
Cc1c(C(=O)N2CCN(C)CC2)oc2c1C(=O)CC(C)(C)C2	0	0	0.1	-16	-6	-0.8	-1	-1.3	-1.6
COc1ccc(/C=C/C(=O)Oc2ccc(C)c(C)c2)cc1OC	-19	-8	0.0	-28	-3	-0.6	-11	-0.8	-0.3
Cn1cccc1/C=C1\SC(=S)N(NC(=O)c2ccc(F)cc2)C1=O	13	33	7.0	-10	-1	-5.0	-4	0.0	-4.6
Cc1ccccc1Cn1c(=N)n(CC(=O)c2ccc([N+](=O)[O-])cc2)c2ccccc21	-1	-13	-0.5	-10	-4	-2.0	-4	0.4	-1.3
Cc1cc(C)c2oc(-c3ccc(C)c(NC(=S)NC(=O)/C=C/c4ccco4)c3)nc2c1	-3	55	1.2	-6	-1	-3.1	13	-0.7	-1.8
COc1cc(/C=C/C(=O)OCC(=O)Nc2ccc(S(=O)(=O)N3CCCC3)cc2)ccc1O	-14	-7	5.7	8	-4	-2.0	-8	3.2	-0.3

(listing goes on)
SMILES	DNA FID counter	PHOSPHO1 block	V1aR counter	GPR7 antagonist	GalR3 antag	IMP-1 inh	NS3 helicase inh	OXTR agonist	VIM-2 inh
Cc1c(C(=O)N(C)CCCCN2CCOCC2)oc2c(F)cccc12	-3	8	-0.6	-18	-9	-2.8	-16	0.2	-0.4
O=C(Nc1ccc(OCc2ccccc2)cc1)Nc1ccccc1C(=O)NCCCN1CCOCC1	5	29	4.7	5	17*	0.2	-65	2.2	1.0
N#C/C(=C\c1ccccc1Br)C(=O)NC1CC1	-4	15	0.8	-5	-5	-1.5	-3	1.1	-2.1
CCN(CC)C(=O)Cn1cnc2sc(C(=O)N3CCN(Cc4ccc5c(c4)OCO5)CC3)c(C)c2c1=O	-26	-30	8.6	-22	3	-3.5	-2	2.3	-1.2
CC(C)NC(=O)c1ccc(C2SCC(=O)N2Cc2ccccc2)cc1 (stereo not given)	-17	-10	-0.2	5	1	-3.3	8	0.3	-2.5
O=C1NC(Cc2ccccc2)C(=O)N1CC(=O)N1CCCc2ccccc21 (stereo not given)	-19	-3	0.7	-10	-5	0.6	9	0.0	-0.6
CN(c1cccc(NC(=O)CN(c2cccc(Cl)c2)S(=O)(=O)c2ccccc2)c1)S(C)(=O)=O	-27	3	2.7	7	-3	-2.8	-2	0.8	-2.9
CCN(C(=S)Nc1ccc(Oc2ccccc2)cc1)c1ccccc1	-4	-6	1.0	-5	-4	1.7	2	1.6	-2.8
C/C(=N/NC(=O)c1ccncc1)c1c[nH]c2ccccc12	-6	4	0.4	0	-2	-0.1	7	0.6	-2.9
O=C(O)CCn1cc(/C=C\C(=O)c2ccc(Cl)cc2)c(-c2cccc(Br)c2)n1	-6	-1	4.7	-5	1	0.6	-36	0.8	0.2
O=C(C1CCC(=O)N(C2CCCC2)C1)N1CCN(Cc2cccc(F)c2)CC1 (stereo not given)	-29	75*	0.6	-15	-1	-3.9	4	-0.8	-2.9
COc1ccc(N/C=C/C(=O)c2ccc(Cl)cc2)cc1	-1	6	0.2	-6	-1	-1.3	-7	-0.4	0.0
Cc1ccc(OCC(=O)Nc2ccncc2)c(C)c1	0	45	11	20	-6	-0.8	-8	9.3	-1.4
COc1cc(/C=C/C(=O)OCC(=O)Nc2cc(S(=O)(=O)N(C)C)ccc2Cl)ccc1O	-24	34	4.0	-15	-10	-0.2	-6	2.1	0.7
O=C(C1CCCO1)N1CCC(c2nc3ccccc3[nH]2)CC1 (stereo not given)	-1	10	4.3	-3	-3	-4.7	-7	1.2	0.8
CCN(CC)C(=O)Cn1cc(C(=O)C(=O)N2CCN(Cc3ccc4c(c3)OCO4)CC2)c2ccccc21	-13	27	1.0	-13	-3	-1.6	-18	-0.1	-0.2
CSCC[C@H](NC(=O)c1cc2c([nH]c3ccccc32)c(-c2ccccc2)n1)C(=O)O	-15	29	0.9	-21	-10	-1.6	0	-0.1	-1.3
O=C(N/N=C\c1c(O)ccc2ccccc12)c1ccc(S(=O)(=O)N2CCCCC2)cc1	-2	-2	3.5	7	4	0.6	3	4.1	1.4
O=C(NCc1ccccc1)c1cccc(COc2cc(Cl)ccc2Cl)c1	-2	3	5.3	-9	-6	1.8	-2	1.8	-1.8
Cc1cc(C(=O)N/N=C/c2cc(Br)ccc2OC(=O)c2ccccc2Cl)n[nH]1	-3	24	0.8	-10	-1	-4.4	0	-0.4	-3.8
Cc1ccc2nc(-c3ccccn3)cc(C(=O)Nc3ccc(S(=O)(=O)N4CCOCC4)cc3)c2c1	-2	23	0.8	-5	-1	-0.4	-3	0.8	-1.6
O=C1/C(=C\c2cccnc2)CCc2ccccc21	-7	18	-0.9	-16	-4	-3.1	0	-2.4	-1.7
Cc1cc2n(n1)C(c1sccc1C)Nc1c(C)cccc1-2 (stereo not given)	-14	-4	-1.1	-8	-1	-3.4	-10	-2.3	0.9
O=C(N/N=C/c1ccc2c(c1)OCO2)C(=O)Nc1ccc2ccccc2c1	-3	35	0.4	6	-6	-4.3	7	0.8	-1.4
CCOC(=O)CCNC(=O)N1CCCC(N(C)CCc2ccc(OC)c(OC)c2)C1 (stereo not given)	-5	19	-0.4	-13	-10	-2.1	-1	0.1	-0.7
Cc1cccc(NC(=O)COC(=O)c2ccc([N+](=O)[O-])o2)c1C	1	-2	1.6	-5	-5	-1.0	6	0.9	-1.6
CCc1ccc(NSc2ccccc2[N+](=O)[O-])cc1	2	7	-0.8	1	0	0.8	18	-1.6	0.9
O=C(c1cc2c(=O)n3ccccc3nc2s1)N1CCc2ccccc2C1	-6	11	0.7	-10	·	-1.3	3	-0.4	0.5
CCOC(=O)C1=C(C)N(C)C(C)=C(C(=O)OCC)C1c1ccc(C(=O)OC)cc1	-33	5	-2.0	-9	-4	-2.4	-5	-2.3	0.0
Cc1ccc(OCCN2C(=O)C(=O)c3cc(C)ccc32)cc1	5	1	-1.8	10	5	-2.3	5	0.0	-1.9
CC1(C)Cc2c(sc(NC(=O)C(=O)NCCCN3CCOCC3)c2C(N)=O)CO1	-4	22	0.5	-13	-2	-3.4	-2	0.3	-4.1
CCOC(=O)C1CCCCN1Cc1ccc(OC)c(OC)c1 (stereo not given)	1	6	1.1	-15	-4	-3.3	5	0.5	-1.2
O=C(Nc1cccc(NC(=O)c2cncc(Br)c2)c1)c1cncc(Br)c1	-18	36	3.0	-9	-12	-1.9	-1	0.6	-0.4
CC1=C(C)CC(C(=O)N2CCN(C/C=C/c3ccccc3)CC2)C(C(=O)O)C1 (stereo not given)	-1	1	3.0	-6	-3	-3.8	3	1.8	0.4
O=C(Nc1ccc(Br)cc1Cl)N1CCOCC1	-5	38	0.3	-11	-5	-2.2	-13	-0.6	0.0
O=C(C1CCCN(Cc2ccccc2Br)C1)N1CCCCC1 (stereo not given)	17	0	-0.1	1	-5	-0.9	12	0.2	-0.9
O=S(=O)(Cc1ccccc1)N1CCCC(c2nc(-c3ccc(F)cc3)no2)C1 (stereo not given)	4	17	0.2	1	-6	-3.3	5	-0.3	-3.5
O=C1c2ccccc2NC(c2ccco2)N1O (stereo not given)	-4	4	1.0	-9	-2	-6.9	7	-1.1	-5.8

Screens as filed in PubChem BioAssay.
